NPYLR7 agonist = activates Aedes aegypti NPYLR7 receptor. HEK293T NPYLR7/Galpha15, GCaMP6s calcium fluorescence. activation, % at 10 µM. hit rate 0.15% among 270,000; in the data active means activation above about 40%;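 further: 0% = vehicle and 100% = reference agonist at the receptor; some compounds past the cut are filed as inactive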
hcGAS inh = blocks human cGAS activity. Q8N884. inhibition, % at 12.5 µM. AID 1259398. hit rate 0.081% among 290,000. recombinant h-cGAS, ATP depletion, Kinase-Glo luminescence;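 further: 0% = vehicle reaction and 100% = reaction without DNA for no activity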
Target sequence (Q8N884 whole entry, looked up): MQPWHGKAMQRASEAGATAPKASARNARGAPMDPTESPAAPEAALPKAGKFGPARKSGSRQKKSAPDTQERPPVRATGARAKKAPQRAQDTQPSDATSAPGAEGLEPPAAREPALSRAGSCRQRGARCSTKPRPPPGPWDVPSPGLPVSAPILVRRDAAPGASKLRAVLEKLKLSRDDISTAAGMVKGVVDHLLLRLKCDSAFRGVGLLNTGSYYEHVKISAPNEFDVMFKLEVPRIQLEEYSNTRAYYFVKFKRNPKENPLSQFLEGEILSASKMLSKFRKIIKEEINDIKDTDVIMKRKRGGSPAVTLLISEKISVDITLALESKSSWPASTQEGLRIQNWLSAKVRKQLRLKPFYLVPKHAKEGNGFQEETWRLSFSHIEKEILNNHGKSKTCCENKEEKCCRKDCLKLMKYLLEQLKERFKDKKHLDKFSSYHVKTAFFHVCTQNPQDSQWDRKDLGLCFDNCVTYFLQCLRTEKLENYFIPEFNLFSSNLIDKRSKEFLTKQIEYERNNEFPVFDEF
mcGAS lum = inhibitors of mouse cGAS. recombinant cGAS, Kinase-Glo ATP depletion luminescence. hit rate 0.15% among 160,000. inhibition, % at 12.5 µM;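 further: 0% = negative control wells and 100% = reference inhibitor with no enzyme activity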
* = called active by the depositor; · = no result given; & = joins results of further samples. Unless noted, no stated cut-off is given here; in the data, active means inhibition above about 40%; inactive means the rest.

Preview, 13 compounds:
Sequence of screens: hcGAS inh, mcGAS lum, NPYLR7 agonist
CCOC(=O)c1nn(-c2ccccc2)c(=O)cc1NCc1ccccc1
    0, ·, 7
COc1ccc(-c2nc(CN(Cc3ccccc3)CC3CC3)c(C)o2)c(F)c1
    3, ·, -3
Cc1ccsc1CN(Cc1ccc2c(c1)OCO2)C(=O)CN(C(=O)C1CC1)C1CCCCC1
    -6, -4, 8
CC(C)CCN(Cc1ccc([N+](=O)[O-])cc1)Cc1cccn1Cc1ccc(C(F)(F)F)cc1
    -6, -8, 2
COCCN(Cc1csc(COc2ccc(OC)cc2)n1)C(=O)c1ccc(Cl)cc1
    -1, -9, 19
CCOc1ccc(S(=O)(=O)NCc2ccc3c(c2)OCO3)cc1OCC
    3, -9, 1
O=c1cc(CN2CCCC2c2ccccn2)c2cccc3c2n1CCC3 (centres undefined)
    -3, -11, -2
C1Cc2nc(C3CC3)nc(N3CCCC3)c2C1
    -8, -3, ·
CC(C)(C)C(=O)NCC1CCN(Cc2ccc(-n3cccn3)cc2)C1 (centres undefined)
    -6, ·, 4
CCOCCCN(Cc1nc(C(=O)OCC)cs1)C(=O)Nc1ccccc1F
    -4, -4, -8
CNC(=O)[C@@]1(OCc2cccc(C)c2)CC(OCc2cccc(OC(F)(F)F)c2)[C@@H]2OC(C)(C)O[C@@H]2C1 (some centres undefined)
    -9, -5, 7
Brc1ccc(-c2csc(NN=Cc3ccco3)n2)cc1
    -3, ·, -4
Cc1cc2ncn(S(=O)(=O)c3ccc(Br)cc3)c2cc1C
    -3, ·, 2

The whole of this part, from the start:
Sequence of screens: hcGAS inh, mcGAS lum, NPYLR7 agonist
CCOC(=O)c1nn(-c2ccccc2)c(=O)cc1NCc1ccccc1
    0, ·, 7
COc1ccc(-c2nc(CN(Cc3ccccc3)CC3CC3)c(C)o2)c(F)c1
    3, ·, -3
Cc1ccsc1CN(Cc1ccc2c(c1)OCO2)C(=O)CN(C(=O)C1CC1)C1CCCCC1
    -6, -4, 8
CC(C)CCN(Cc1ccc([N+](=O)[O-])cc1)Cc1cccn1Cc1ccc(C(F)(F)F)cc1
    -6, -8, 2
COCCN(Cc1csc(COc2ccc(OC)cc2)n1)C(=O)c1ccc(Cl)cc1
    -1, -9, 19
CCOc1ccc(S(=O)(=O)NCc2ccc3c(c2)OCO3)cc1OCC
    3, -9, 1
O=c1cc(CN2CCCC2c2ccccn2)c2cccc3c2n1CCC3 (centres undefined)
    -3, -11, -2
C1Cc2nc(C3CC3)nc(N3CCCC3)c2C1
    -8, -3, ·
CC(C)(C)C(=O)NCC1CCN(Cc2ccc(-n3cccn3)cc2)C1 (centres undefined)
    -6, ·, 4
CCOCCCN(Cc1nc(C(=O)OCC)cs1)C(=O)Nc1ccccc1F
    -4, -4, -8
CNC(=O)[C@@]1(OCc2cccc(C)c2)CC(OCc2cccc(OC(F)(F)F)c2)[C@@H]2OC(C)(C)O[C@@H]2C1 (some centres undefined)
    -9, -5, 7
Brc1ccc(-c2csc(NN=Cc3ccco3)n2)cc1
    -3, ·, -4
Cc1cc2ncn(S(=O)(=O)c3ccc(Br)cc3)c2cc1C
    -3, ·, 2
C=CCN1Cc2cc(F)ccc2N(CC(O)COC(C)(C)C)CCC1=O (centres undefined)
    -9, -2, 0
COc1ccc(-c2nn(-c3ccccc3)c(OC(C)=O)c2-c2ccc(NC(=O)c3ccc4c(c3)OCO4)cc2)c(OC)c1
    3, 0, -4
Cc1cc2nc(NC3CCCC3)c3ccccc3n2n1
    -5, ·, 0
CCc1nc2ccc(C(=O)NCc3ccc(OC)cc3)cn2c1N(C)Cc1ccc(N(C)C)cc1
    -4, -1, 4
CCC(=O)N(c1nnc(SCC(=O)c2ccc[nH]2)s1)C1CC1
    0, ·, -6
CCN(CC)Cc1cnc2c(C(=O)NC3CCNC3=O)cnn2c1 (centres undefined)
    -3, -16, 2
Cn1c(=O)c2c(ncn2CCN2CCCCC2)n(C)c1=O
    -2, -6, ·
O=C1NCCN1CCn1ccnc1-c1cccc2c1oc1ccccc12
    -8, ·, 4
CC(Cc1cn(CCn2[nH]c(=O)ccc2=O)nn1)c1ccccc1 (centres undefined)
    -2, ·, 9
Cc1ccsc1C(=O)NC(C)(C)c1cn([C@@H]2CN[C@H](C(=O)O)C2)nn1
    -6, ·, 3
Cc1cc(CNC2(CO)CCCC2)ccc1-n1cncn1
    25, ·, 4
COc1ccc(-c2cc(N)n(-c3ccc(C(=O)NCC(c4ccccc4)c4ccccc4)cc3)n2)cc1
    -8, -4, -7
O=C(Nc1cc(Cl)ccc1F)c1ccc2c(c1)OCO2
    -3, ·, 30
C/C(=N/N1C(=O)c2ccccc2C1=O)c1ccccc1O
    -5, ·, -10
O=[N+]([O-])c1c(NC2CC2)ncnc1NC1CC1
    1, ·, 7
Cc1ccc(NC(=O)N2CCN(C(=O)C(C)n3cccn3)CC2)cc1 (centres undefined)
    -4, ·, 3
COc1ccc(S(=O)(=O)Oc2ccccc2CN(Cc2ccco2)C(=O)c2ccco2)cc1
    -7, -5, 10
O=C(OCCN1CCCCC1)c1c[nH]c2ccccc12
    -3, -4, -3
COc1cc2c(cc1OC)C(C)N(C(=O)c1cn3c(n1)CNCC3)CC2 (centres undefined)
    -1, ·, 6
CC(=O)c1ccc(S(=O)(=O)N2CCN(C3c4ccccc4CCc4ccccc43)CC2)cc1
    -6, -6, 1
Cc1cccc(C2c3[nH]c4ccccc4c3CCN2C(=O)c2cc(C)oc2C)n1 (centres undefined)
    -8&-1, -8&-3, 15&1
Cc1cccc(C(=O)N2CCN(S(=O)(=O)c3c(C)noc3C)CC2)c1C
    -2, -7, 13
Cc1nc2ccc(C(=O)N3CCC(c4cc(C(C)C)n[nH]4)CC3)cc2[nH]1
    -4, ·, -2
S=C(NCC1CCCO1)NC1CCCCC1 (centres undefined)
    5, -1, ·
COCCOc1nc(-c2ccc(OC)cc2)n(-c2ccc(NC(=O)c3ccc([N+](=O)[O-])cc3)cc2)n1
    1, -4, ·
CC(C)Cn1c(=O)c2c(nc3n2CCCN3c2ccc(Cl)cc2)n(C)c1=O
    -2, -2, 2
NC1CCN(c2ccccc2C(=O)NCc2cccc(F)c2)CC1
    -3, ·, -1

2 entries drawn at random from the list so far:
Sequence of screens: hcGAS inh, mcGAS lum, NPYLR7 agonist
Cc1cc2ncn(S(=O)(=O)c3ccc(Br)cc3)c2cc1C
    -3, ·, 2
CC(Cc1cn(CCn2[nH]c(=O)ccc2=O)nn1)c1ccccc1 (centres undefined)
    -2, ·, 9

The list continues:
Sequence of screens: hcGAS inh, mcGAS lum, NPYLR7 agonist
O=C(Cn1nc2c(c1NC(=O)CC1CCCCC1)CSC2)NCCc1ccccc1
    -3, -5, -3
CCCc1nnc(C(=O)N(C)Cc2n[nH]c3c2CCC3)o1
    -10, ·, 3
CCOc1cc(C2Nc3c(C)cccc3-c3cc(C)nn32)ccc1O (centres undefined)
    0, ·, 1
COc1ccc(CCOc2nc(-c3ccccc3F)n(-c3ccc(NC(=O)Nc4ccc(F)cc4F)cc3)n2)cc1
    4, 1, -2
COc1ccc(C(=O)Nc2ccc(-c3cc4ccccc4oc3=O)c(C)c2)cc1[N+](=O)[O-]
    0, -2, -3
CCOC(=O)C1(CCOc2ccccc2)CCN(Cc2ccc(C#CCCO)cc2)CC1
    -2, -3, 12
CCn1cc(C(CC(=O)N2CCN(C/C=C/c3ccccc3)CC2)c2cccc(F)c2)c2ccccc21 (centres undefined)
    0, -5, ·
O=C1C2=C(Nc3ccccc3SC2c2ccc(O)cc2)c2ccccc21 (centres undefined)
    -10, ·, 1
COc1ccc(-n2c(C)cc(C[N+](C)(C)C)c2C)cc1
    9, ·, -1
COc1nccnc1-c1c[nH]c2ccc(C)cc12
    3, -11, 7
Cc1cc(Nc2ccc3c(c2)CC(=O)N3)nc(C2CC2)n1
    1, ·, -4
CCc1nc2c(sc3cccc(F)c32)c(=O)n1CC(=O)NCc1ccc(Cl)cc1
    -4, -6, 0
CC(NC(=O)c1cccc2[nH]ccc12)C(C)(C)C (centres undefined)
    -9, -19, 0
Nc1ccc2oc(-c3csc(Nc4ccc(F)cc4)n3)nc2c1
    -1, 0, 1
CC1CC2CCCCC2N1CC(O)COCC1CCCO1 (centres undefined)
    -10, ·, 14
CCC(=O)Nc1ccc(S(=O)(=O)NCCOc2ccc3nnc(C)n3n2)cc1
    -1, -7, 2
CC(C)(C)c1cc(Oc2ccc3c(c2)OCO3)nc(SCc2ccccc2Cl)n1
    -6, -5, 1
COc1ccc(CCOc2nc(-c3ccc(C)cc3)n(-c3cccc(NC(=O)c4ccco4)c3)n2)cc1
    -3, -4, 6
N#Cc1c(N2CCCCCC2)ncc2cc3ccccc3nc12
    -8, ·, 5
CCN1CCN(C(c2ccccc2F)C2Sc3nc(-c4ccco4)nn3C2=O)CC1 (centres undefined)
    -2, 2, 11
CN(CC(N)=O)c1ccc(S(=O)(=O)C(F)(F)F)cc1
    -12, ·, 1
CNC(=O)C(C)(C)NC(=O)CC1COc2ccc(C(=O)N(C)C)cc2N1C (centres undefined)
    -7, ·, 14
CCCc1cnc2c(c1SCc1ccc(C(=O)OC)cc1)c(=O)n(C)c(=O)n2C
    -7, -8, 8
CCc1c(C)nc(-c2cccc(C)c2)nc1N1CCN(C(=O)C(CC)c2ccccc2)CC1 (centres undefined)
    0, -6, 5
CCOC(=O)N1CCC(NC2CCN(c3ccc(CC(=O)NCc4ccccc4)cc3)CC2)CC1
    -6, -10, 14
Cc1ccc(S(=O)(=O)NC(=O)CN2CCCCCC2=O)c(C)c1
    -6, ·, -5
CC(O)c1cccc(Oc2ncnc3sc(-c4ccccc4)cc23)c1 (centres undefined)
    -10, ·, -5
CC1CCCCN1CCCOc1ccc2ccccc2c1 (centres undefined)
    -5, ·, 3
CCOc1ccc(C(=O)Nc2c(N)nc(SCC(=O)NC(C)C)[nH]c2=O)cc1
    1, -5, 3
COc1ccc(C=Nn2cnc3sc(C)c(-c4ccccc4)c3c2=O)cc1OC
    -3, -8, -6
CCN1C(=S)NC(c2cccc(NC(=O)c3ccccc3Cl)c2)C(C(=O)OCCOC)=C1C (centres undefined)
    -5, -6, 2
Cc1cccc(NC(=O)NCCc2nnc3n2CCC3)c1Cl
    -11, ·, -26
CCC(COC)NC(=O)c1cc(N2CCN(Cc3ccccc3)CC2)nc2ccccc12 (centres undefined)
    2, 1, 5
CC(C)N(CC(=O)N(Cc1ccccc1)Cc1cccn1Cc1ccc(F)cc1)C(=O)c1ccc(C(F)(F)F)cc1
    -14, -3, -9
COc1cc(Cl)cc(/C=N\NC2=NS(=O)(=O)c3ccccc32)c1O
    -3, -5, -2
Cc1ccc(C(=O)NNC(=O)c2ccc3c(c2)OCCO3)c(C)c1
    -5, -9, 2
COc1ccc(N2CCN(Cc3nc4c(c(=O)n(C)c(=O)n4C)n3C(C)C(C)=O)CC2)cc1 (centres undefined)
    -5, ·, 1
Cc1ccc(NC(=O)CN2c3ccc(S(N)(=O)=O)cc3CC2C)cc1 (centres undefined)
    -7, -5, 9
CC(C)(C)C(=O)c1cc2ccccc2nc1N
    -12, -7, 3
Cc1cn2c(nc3c2c(=O)[nH]c(=O)n3C)[nH]1
    0, -4, 7
COc1ccccc1N1CCN(c2ccc(NC(=O)c3cccc(Br)c3)cc2C(=O)NC(C)c2ccccc2)CC1 (centres undefined)
    -3, -6, 17
CCc1c(C(=O)NCC2CCCO2)cnn1-c1ccccc1Cl (centres undefined)
    -3, -1, ·
CC(NC(=O)c1cnsn1)c1cccc(Cl)c1 (centres undefined)
    2, -1, 0
CC(Sc1nc(CC(=O)O)cs1)C(=O)Nc1cccnc1Cl (centres undefined)
    -2, ·, 14
COc1ccc(Cc2nc3c(c(=O)[nH]2)CN(C(=O)Nc2c(C)cccc2C)CC3)cc1
    -9, -5, 3
C=C1CC(O)C2C(C)(C)CCC[C@]2(C)[C@H]1CCC(C)=O (some centres undefined)
    0, -4, 5
O=C1C(=Cc2ccco2)SC(=S)N1c1cccc(C(F)(F)F)c1
    -4, -7, 2
CCCCOC(=O)C1=C(C)NC2=C(C(=O)CCC2)C1c1cccc(OC)c1OC (centres undefined)
    1, ·, -3
Cc1ncc([N+](=O)[O-])n1Cc1nc(N)nc(N(C)C)n1
    -6, ·, 0
O=S(=O)(/C=C/c1ccc(Cl)cc1)Oc1ccc(F)c(F)c1
    -5, ·, 7
Cc1noc(-c2ccc(NC(=O)CN3C(=O)CCC3=O)cc2)n1
    -10, ·, -1
COC(=O)CN1C(=O)N(CCc2ccccc2)C2(CCN(Cc3nc4ccccc4n3C)CC2)C1=O
    0, -6, 17
O=C(c1coc(CN(Cc2ccccc2)Cc2ccc(C(F)(F)F)cc2)n1)N1CCCC1
    1, -3, ·
O=C1CSC(c2ccccn2)N1c1ccccc1F (centres undefined)
    -7, ·, -2
COc1ccc(CC(=O)NCc2cc(-c3ccc4c(c3)CC(C)O4)on2)cc1OC (centres undefined)
    0, ·, -1
COc1cccc(C2CC(=O)Nc3cc(O)ccc32)c1OCCn1ccnc1 (centres undefined)
    -8, -9, -1
CN(CC(=O)Nc1ccccc1Br)C(=O)CCc1ncc(-c2ccccc2F)o1
    -3, ·, -2

Screens as filed in PubChem BioAssay.
